SIRT5 block: SIRT5 desuccinylase inhibitors, primary screen, biochemical, fluorescence imaging, single point, set 5 | inhibition, % at 15 µM | 330,000 tested, 1.1% active | AID 652115, 2013 | Purified SirT5, succinyl-peptide AMC, trypsin-coupled fluorescence | NAD-dependent protein deacylase sirtuin-5, mitochondrial (Homo sapiens), Q9NXA8; in the data active means inhibition above about 15%; inconclusive means no clear call, values can overlap the other calls
Target sequence (Q9NXA8 whole entry, looked up): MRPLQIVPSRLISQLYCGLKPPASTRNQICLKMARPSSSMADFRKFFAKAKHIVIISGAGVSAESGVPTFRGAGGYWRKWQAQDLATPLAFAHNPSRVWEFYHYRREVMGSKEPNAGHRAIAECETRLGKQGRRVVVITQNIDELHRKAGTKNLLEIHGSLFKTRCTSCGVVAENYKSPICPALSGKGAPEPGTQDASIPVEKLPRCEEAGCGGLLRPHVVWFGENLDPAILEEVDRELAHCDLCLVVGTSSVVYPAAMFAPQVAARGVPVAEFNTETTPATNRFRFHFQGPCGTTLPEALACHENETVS
ERAP1 inh: human ERAP1 aminopeptidase inhibitors, primary screen, biochemical, single point, plate reader; recombinant ERAP1, Leu-AMC fluorescence, 60 min; inhibition, % at 10.7 µM; 340,000 tested, 0.15% active; AID 652197, 2013;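 active means mean replicate inhibition of at least 30%, or all replicates individually reaching that 30% level; inactive means mean below 30% and not every replicate reaching it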;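 further: 0% = neutral control wells and 100% = L-leucinethiol positive control wells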
Xi reactivation: activators of inactive X chromosome reactivation, primary screen, imaging, XiGFP fibroblasts, GFP high-content imaging, set 2. XiGFP mouse fibroblasts, % GFP-positive cells imaging, 3 d; cells co-treated with 5-aza-dC sensitizer; scaled so ellipticine positive control = 100%. activation, % at 7.58 µM. 360,000 tested, 0.055% active. AID 743238, 2013;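 active means mean normalized replicate activation at least 10% and every replicate at or above 10%; inconclusive means only one of the two criteria met; inactive means mean below 10% and not all replicates reach 10%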;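 further: 0% = median of on-plate neutral control wells and 100% = ellipticine 6 µM median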
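Material: XiGFP fibroblasts, SV40-immortalized; Buffer or medium: DMEM containing 5-aza-dC; Compound dosing: single point; Times: 3 days compound exposure.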
LGR2 antag: inhibitors of bursicon-induced LGR2 CRE-luciferase signal, primary screen, cell-based, HEK293, CRE-luciferase reporter, bursicon stimulation; 380,000 tested, 0.35% active; Drosophila bursicon receptor LGR2 (rickets); inhibition, % at 9.99 µM; bursicon-stimulated, 4 h;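 active means drop in luminescence signal, shown as inhibition above about 50% in the replicate tests, limit read from the data, passing the limit was not always enough; inconclusive means probably only some replicates passing the limit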;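 further: agonist challenge used bursicon conditioned medium at about half maximal strength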
PGC1a acetyl inh: inhibitors of PGC1a acetylation signal, primary screen, cell-based, U2OS, AlphaScreen, inhibitor mode | AlphaScreen anti-acetyl-lysine; with virally co-expressed GCN5 acetyltransferase | inhibition, % at 15.6 µM | 350,000 tested, 0.17% active;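 active means every replicate shows inhibition of at least 40%; inconclusive means mean inhibition at least 40% but some replicate below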;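 further: 0% = neutral control wells and 100% = positive control wells; some results beyond the cut were filed as inactive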
Cneo AK release: Cryptococcus neoformans cell lysis inducers, primary screen, AK release luminescence, single concentration | C. neoformans lysis, adenylate kinase release luminescence, 4 h; normalised: neutral wells 0, clomiphene wells 100 | lysis activity, % at 15 µM | 360,000 tested, 0.2% active;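 active means mean lysis activity across replicates of at least 80%, whatever share of replicates individually reach that level; inactive means mean lysis activity below 80%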
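Signal: Adenylate kinase release luminescence | Assay system: Log-phase Cryptococcus neoformans yeast cells | Input: Cells at 5 × 10^6 per mL | Buffer or medium: Fresh YPD growth medium | Compound: Single dose | Schedule: Static 4 h at 37 °C with compound, 1 h detection | Controls: Clomiphene | Read-out: Luminescence rise reflecting yeast cell lysis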
S100A4 MyoIIA: inhibitors of S100A4-myosin IIA peptide binding, primary screen, biochemical, fluorescence polarization, TAMRA-MyoIIA peptide | inhibition, % at 10.7 µM | Protein S100-A4 (Homo sapiens), P26447 | 360,000 tested, 0.14% active;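 active means mean inhibition of at least 70% across replicates, with every replicate also reaching that level; inconclusive means mean inhibition reaches 70% but some replicates fall short; inactive means mean inhibition below 70%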
Target sequence (P26447 whole entry, looked up): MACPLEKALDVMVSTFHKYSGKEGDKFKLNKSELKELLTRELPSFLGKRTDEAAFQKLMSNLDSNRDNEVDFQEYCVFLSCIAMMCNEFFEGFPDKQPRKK
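assay system = human S100A4 monomer with TAMRA-labelled myosin IIA peptide | also added = labelled myosin peptide probe, 5 nM | incubation = 5 min between mix addition and reading | control set = DMSO and TFP controls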
Statin myotox sup: suppressors of statin myotoxicity in C2C12 myotubes, primary screen, cell-based, single point, plate reader. C2C12 myotubes + simvastatin, ATP luminescence, 48 h; scaled: DMSO 0, geranylgeraniol control 100. rescue of ATP level, % at 7.49 µM. 330,000 tested, 0.78% active;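 active means mean ATP rescue above about 67%, or every replicate alone reaching that limit, limit read from the data, passing the limit was not always enough; inconclusive means no clear call, values can overlap the other calls; inactive means mean under the limit and some replicate under it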;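 further: myotubes were challenged with 10 µM simvastatin during compound exposure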
* hit, by the source's call; ? = inconclusive; . = no result given; & = joins results of further samples. These rows are one share of the data. The share of hits here may be higher or lower than overall.

SMILES	SIRT5 block	ERAP1 inh	Xi reactivation	LGR2 antag	PGC1a acetyl inh	Cneo AK release	S100A4 MyoIIA	Statin myotox sup
O=C(NC1CCCCCC1)C(=S)NCc1ccccc1	-2	4	0.1	-168	2	.	-3	.
CNC[C@H]1OCc2cnnn2CCCC(=O)N([C@@H](C)CO)C[C@@H]1C	-1&-2	2&-1	0.5&-0.1	19&-6	1	-1	-19&-2	-3
CCc1ccc(C2=NN(C(=O)CCC(=O)O)C(c3cccs3)C2)cc1 (configuration not stated)	-1	-2	0.0	-10	0	-6	-1	8
COc1ccc2c3c(n(C)c2c1)[C@@H](CO)N(CC1CC1)CC31CN(S(=O)(=O)c2cn(C)cn2)C1	2	-5	0.0	-4	1	.	3	.
C[C@H](CO)N1C[C@H](C)[C@@H](CN(C)C(=O)Nc2cccc3ccccc23)Oc2ccc(NC(=O)Cn3cnnn3)cc2CC1=O	2	-2	-0.2	12	6	.	-1	.
CCOc1ccc(NC(=O)CC(=O)Nc2ccc(OCC)cc2)cc1	-3	-3	0.1	7	5	-1	-1	0
COc1ccc(OC)c(CNC(=O)C2CCC(=O)N2C(C)C)c1 (configuration not stated)	-2	-2	0.0	1	1	1	-2	9
CO[C@H]1CN(C)C(=O)c2ccc(NC(=O)C3CCCC3)cc2OC[C@H](C)N(C)C[C@@H]1C	0	1	0.1	-8	.	.	0	.
N#C/C(=C/c1cc[nH]c1)C(N)=S	7	2	0.0	6	5	.	4	.
CC(=O)N1CC(C)Sc2ccc(S(=O)(=O)N3CCCCC3)cc21 (configuration not stated)	-4	-2	0.4	-5	1	1	1	28
O=C1COc2ccc(S(=O)(=O)N3CCCCCC3)cc2N1	-4	-1	0.0	-7	-8	0	-9	7
C/C(=N\Nc1ccc(C(=O)c2c(C)cc3ccccn23)cc1[N+](=O)[O-])c1ccc(O)cc1	-2	1	0.2	15	3	1	-7	-3
C[C@H]1CN([C@@H](C)CO)C(=O)c2cc(NC(=O)Cn3cnnn3)ccc2O[C@H]1CN(C)Cc1ccc(-c2ccccc2)cc1	4	-1	0.1	13	2	9	2	-11
CC(C(=O)N1CCc2ccccc21)N1CCN(Cc2ccc(Cl)cc2)CC1 (configuration not stated)	-6	-2	0.4	13	1	-2	-2	-13
COc1ccc(-n2c(C)cc(C(=O)CN3CCC(C)CC3)c2C)cc1	-1	-2	0.2	2	.	.	-9	.
N#C[C@@H]1[C@H](c2ccc(C3=CCCCC3)cc2)[C@H](CO)N1C(=O)c1ccccn1	2	1	0.0	4	-8	5	-2	8
CCc1noc(C)c1C(=O)Nc1nc(-c2ccc(OC)cc2OC)cs1	0	0	0.0	3	-8	.	0	-13
C[C@H](CO)N1C[C@H](C)[C@H](CN(C)S(=O)(=O)c2cn(C)cn2)Oc2ccc(N(C)C)cc2CC1=O	1	-4	-0.6	3	5	-3	-1	-1
CC(OC(=O)c1cc[n+]([O-])cc1)C(=O)Nc1ccc(C(N)=O)cc1 (configuration not stated)	-5	0	0.2	5	9	0	-5	0
Cc1cc(C(=O)N2CCN(c3ccc([N+](=O)[O-])cc3)CC2)co1	0	3	0.0	14	-4	-2	6	.
C[C@@H]1CCCCO[C@@H](CN(C)C(=O)c2ccccc2)[C@H](C)CN([C@H](C)CO)C(=O)c2cc(N(C)C)ccc2O1	3	-2	0.2	2	4	-2	0	19
Cc1cccc(SCC(=O)Nc2ccccc2[N+](=O)[O-])c1	2	1	0.1	-12	.	3	0	8
C[C@H]1CN([C@@H](C)CO)C(=O)c2cc(NC(=O)Nc3ccc4c(c3)OCO4)ccc2O[C@@H]1CN(C)Cc1ccc(Cl)c(Cl)c1	-5	1	0.7	11	-6	4	2	7
Cc1ccc(NS(=O)(=O)c2ccc3c(c2)n(C)c(=O)n3C)cc1	-2	-1	.	-15	-2	-1	-4	4
CS(=O)(=O)c1ccc(Cl)c(NC(=O)COC(=O)CNC(=O)c2ccccc2)c1	-4	-2	0.0	-6	15	.	-1	7
COc1cccc(-c2nc(CS(=O)(=O)CC(=O)NCc3ccccc3)c(C)o2)c1	-2	0	0.3	6	.	3	-2	6
CC(C)NC(=O)N(C)C[C@H]1OCCCC[C@@H](C)Oc2ccc(NC(=O)CCCN(C)C)cc2C(=O)N([C@@H](C)CO)C[C@@H]1C	-7	0	-0.2	-13	?	0	0	.
COc1ccccc1NS(=O)(=O)c1ccc(C)c(NS(=O)(=O)c2cc(NC(C)=O)ccc2OC)c1	6	3	0.0	-2	-1	-1	-2	-2
COc1ccccc1-n1cnnc1SCC(=O)Nc1cccnc1Cl	2	2	0.1	-1	.	4	-4	-6
CC(C)CCNC(=O)NC(=O)COc1c(F)c(F)cc(F)c1F	.	.	.	-16	0	0	.	4
C=CCS(=O)(=O)N1CCCC(N2CCN(c3ccccc3OC)CC2)C1 (configuration not stated)	-4	0	0.0	15	-2	0	0	-1
CN1C(=O)c2cc(NC(=O)c3cccc(C(F)(F)F)c3)ccc2OC[C@@H]2O[C@@H](CC(=O)O)CC[C@H]21	-2	-1	0.1	11	.	0	-3	-12
CCN1C(=O)c2cccc3c(N)ccc1c23	.	0	-0.2	-13	-19	-5	-3	4
Cc1c(C(=O)Nc2ccc(Cc3ccncc3)cc2)cccc1[N+](=O)[O-]	-1	2	0.0	8	.	.	-4	.
O=C(COC(=O)Cc1n[nH]c(=O)c2ccccc12)Nc1ccc(Cl)cn1	-1	2	0.1	0	2	1	22	1
COC(=O)C1=C(C)N(Cc2cccc(C(F)(F)F)c2)C(=NCc2cc(OC)c(OC)c(OC)c2)NC1c1cccc(Cl)c1 (configuration not stated)	.	-1	-0.1	15	.	.	-15	.
Cc1cccc(N(C(=O)c2ccco2)C(C(=O)NC2CCCC2)c2ccco2)c1C (configuration not stated)	.	6	0.1	-3	-7	2	4	0
CC(=O)Nc1cccc(OCCCNC(=O)c2cccc3ccccc23)c1	-1	3	0.0	-13	0	-2	-4	21
O=C(NC1CCCC1)c1cccc(Oc2ccccc2)c1	0	2	0.1	-37	4	0	2	5
COc1ccc(C(=O)OCC(=O)NC2CCCC2)c(OC)c1OC	-6	-5	0.0	-41	-10	-1	-4	?
C[C@H](CO)N1C[C@H](C)[C@H](CN(C)C(=O)c2ccccc2)OCCCC[C@H](C)Oc2ccc(NS(=O)(=O)c3ccc(F)cc3)cc2C1=O	6	-2	-1.2	1	-5	54	-1	.
CCS(=O)(=O)N1CCCCN2[C@@H](CO)[C@@H](c3ccc(-c4ccccc4)cc3)[C@@H]2C1	1	-1	0.1	8	-1	-2	-28	-40
N#CCCN(C(=O)COC(=O)CCc1c[nH]c2ccccc12)c1ccccc1	3	2	0.2	4	-2	.	-2	-2
CC(NC(=O)c1ccc(F)cc1)c1nc2ccccc2n1Cc1ccccc1F (configuration not stated)	-2	0	.	16	2	0	-6	14
C[C@H]1CN([C@@H](C)CO)C(=O)CCCn2cc(nn2)CO[C@H]1CN(C)S(=O)(=O)c1ccc2ccccc2c1	-4	-1	-0.6	8	4	0	1	2
Cn1nccc1C(=O)N1CCN(S(=O)(=O)c2ccc(Br)s2)CC1	2	3	0.0	6	-2	2	-7	.
C[C@@H]1CCCCO[C@@H](CN(C)Cc2ccc(C(=O)O)cc2)[C@H](C)CN([C@H](C)CO)C(=O)c2cc(NC(=O)Nc3ccccc3)ccc2O1	1	-6	0.1	-7	-3	1	6	.
COc1ccc2c3c(n(C)c2c1)[C@H](CO)N(C(=O)c1cnccn1)CC31CN(C(C)=O)C1	.	1	0.0	6	13	.	3	.

Looked up by compound from above:
SMILES	SIRT5 block	ERAP1 inh	Xi reactivation	LGR2 antag	PGC1a acetyl inh	Cneo AK release	S100A4 MyoIIA	Statin myotox sup
COc1ccc(C(=O)OCC(=O)NC2CCCC2)c(OC)c1OC	-6	-5	0.0	-41	-10	-1	-4	?
COc1ccc2c3c(n(C)c2c1)[C@H](CO)N(C(=O)c1cnccn1)CC31CN(C(C)=O)C1	.	1	0.0	6	13	.	3	.

More results follow:
SMILES	SIRT5 block	ERAP1 inh	Xi reactivation	LGR2 antag	PGC1a acetyl inh	Cneo AK release	S100A4 MyoIIA	Statin myotox sup
C/C(=N/NC(=O)c1ccc(-c2ccccc2)cc1)c1cc(O)cc(O)c1	-8	-5	0.0	9	2	1	-3	-2
COc1ccc(C2=NS(=O)(=O)N(C)C(C(=O)NCc3ccccn3)=C2)cc1	2	4	-0.1	-12	2	-1	5	-1
CC(C)(C)NC(=O)CN1CCN(C(=O)CCl)CC1	-2	-2	0.1	18	-12	-2	-4	.
Cc1cccc(S(=O)(=O)N2CCCCN3[C@H](CO)[C@H](c4ccc(C#CC5CC5)cc4)[C@H]3C2)c1	8	-3	0.0	13	-9	3	-5	.
COc1ccc(C2=Nc3ccccc3N(C(=O)c3ccc(C(F)(F)F)cc3)C2C(=O)NCc2ccccc2)cc1 (configuration not stated)	.	-3	-0.1	-3	.	.	-2	.
Cc1cc(OCc2cc(C(=O)NCc3cc(C(C)C)no3)no2)cc(C)c1Cl	-5	-2	0.0	-64	-16	-1	0	4
CC(C)CC#Cc1ccc2c(c1)O[C@@H](CN(C)C(=O)C1CC1)[C@@H](C)CN([C@@H](C)CO)S2(=O)=O	.	.	-1.0	5	-12	.	.	16
OC(CNCCc1ccc(C(F)(F)F)cc1)COC(c1ccccc1)c1ccccc1 (configuration not stated)	0	1	0.0	-2	32	11	-1	-2
CC(C)(O)C#Cc1ccc([C@@H]2[C@H](CO)N3CCCCN(C(=O)c4cccnc4)C[C@@H]23)cc1	3	-2	0.0	11	9	4	9	.
CC(NC(=O)C(=O)N/N=C/c1ccccc1)c1ccccc1 (configuration not stated)	-4	-2	0.1	-6	-6	.	-3	.
c1ccc2sc(-n3cc(C4CCCCC4)nn3)nc2c1	-3	-3	-0.1	25	.	.	-3	.
Cc1ccc(CN(C)C(=O)c2ccccc2NC(=O)c2ccccc2)o1	-3	1	0.0	7	.	0	0	-4
C[C@H]1CN([C@@H](C)CO)C(=O)Cc2cc(NC(=O)Cc3ccccc3)ccc2O[C@H]1CN(C)Cc1ccc(-c2ccccc2)cc1	-3	-1	0.2	12	-12	1	6	22
CCNc1nc(C#N)nc2c1ncn2-c1cc(F)cc(F)c1	25*	1	0.1	-38	-2	5	3	5
O=C(OCc1ccccc1)/C(=C/c1ccccc1Cl)NC(=O)c1ccco1	0	1	0.0	-3	0	0	0	4
Cc1ccc(NC(=O)COC(=O)C2=NNC(=O)CC2)c(Br)c1	-1	-2	0.3	-17	5	1	-3	-6
